Mtb RmlCD inh: M. tuberculosis RmlC/RmlD inhibition; inhibition, % at 3.6 µM; RmlC+RmlD coupled enzyme assay, percent inhibition; primary screen in compound mixtures; AID 1533; 160,000 tested, 0.03% active; P9WH09+P9WH11; in the data active means inhibition mostly above about 34%, no sharp cut-off; further: some results filed as inactive read as strong as hits
Target sequence (P9WH09 whole entry, looked up): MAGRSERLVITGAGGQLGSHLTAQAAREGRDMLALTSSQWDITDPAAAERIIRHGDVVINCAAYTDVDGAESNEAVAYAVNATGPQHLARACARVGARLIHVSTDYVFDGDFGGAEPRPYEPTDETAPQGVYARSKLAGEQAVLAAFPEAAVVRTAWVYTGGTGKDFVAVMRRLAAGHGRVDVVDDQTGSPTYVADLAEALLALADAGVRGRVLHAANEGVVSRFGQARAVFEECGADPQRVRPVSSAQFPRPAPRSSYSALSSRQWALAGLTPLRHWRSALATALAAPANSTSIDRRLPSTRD
Target sequence (P9WH11 whole entry, looked up): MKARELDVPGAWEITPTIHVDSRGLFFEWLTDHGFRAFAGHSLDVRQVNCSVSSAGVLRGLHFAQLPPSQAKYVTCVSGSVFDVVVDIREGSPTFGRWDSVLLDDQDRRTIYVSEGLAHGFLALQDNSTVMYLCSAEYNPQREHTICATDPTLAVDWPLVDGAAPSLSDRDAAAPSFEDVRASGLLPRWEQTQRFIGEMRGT
M. tuberculosis GlmU: inhibition of mycobacterial GlmU enzyme – biochemical, glucosamine-1-phosphate acetyltransferase (AID 1376). M. tuberculosis GlmU acetyltransferase enzyme assay; higher % means a stronger effect. one-dose inhibition, %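 (tested at 30 µM in the primary screen)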; IC50 in µM for titrated hits. 220,000 tested, 0.25% active; in the data active means inhibition above about 13%;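 further: 0% = complete reaction with vehicle and 100% = reaction without substrate; strong numbers were not always called active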
An asterisk follows results filed as active; . = no result given. Some of the compounds tested. The share of hits here may be higher or lower than overall.

Sequence of screens: Mtb RmlCD inh, M. tuberculosis GlmU
> COCC(C)NC(C(=O)Nc1ccc(Cl)c([N+](=O)[O-])c1)c1ccccc1 (stereo unspecified)
    -4, 8.1%
> CN(C)CCCNC(=O)c1ccccc1Oc1ccccc1
    -3, -2.2%
> Cc1ccc(NC(=O)CNc2ccc(OC(C)C)cc2)c(C)c1
    ., -4.4%
> c1ccc(Cc2nnc3sc(-c4cccnc4)nn23)cc1
    ., 2.6%
> Cc1cc(Nc2ccccc2)n(C(=O)c2ccccc2)n1
    19, .
> N/C(Cc1ccc(Cl)c(Cl)c1)=N\OC(=O)c1cccs1
    ., -1.3%
> CC(=O)Nc1ccc(OCC(O)CN2CCN(c3cccc(Cl)c3)CC2)cc1 (stereo unspecified)
    4, -0.5%
> CCN(CC)c1ccc(C(=O)N/N=C(\C)c2cccc(OC)c2)cc1
    2, 0.5%
> N#Cc1cncc(-c2ccc3c(c2)OCCOCCOCCOCCOCCO3)n1
    -8, -4.3%
> COc1ccccc1NC(=O)c1csc2c1CCCC2
    -2, 1.3%
> CCN1CCCC1CNC(=O)C(=O)NCCc1ccc(OC)c(OC)c1 (stereo unspecified)
    4, -3.6%
> CC(NC(=O)C1CCN(S(=O)(=O)N2CCCCCC2)CC1)c1ccccc1 (stereo unspecified)
    ., -2.2%
> Brc1ccc(N=C/C=C/C=C/Nc2ccc(Br)cc2)cc1
    ., -5.6%
> Cc1cccc(NC(=O)Cn2c(=O)n(C)c3ccccc32)c1
    15, 0.4%
> c1ccc2c(c1)CSc1sccc1C2=C1CCNCC1
    -8, -12%
> CCc1nnc(NC(=O)CCC(=O)N2CCN(Cc3cc(Cl)ccc3OC)CC2)s1
    -2, -1.4%
> N#Cc1c(N)n(-c2cccc(C(=O)O)c2)c2nc3ccccc3nc12
    10, 1.2%
> COc1ccc(C(=O)NC(=S)NNC(=O)COc2ccccc2)cc1
    3, 7.1%
> CCOC(=O)c1cc2c(=O)n3ccccc3nc2n(C(C)C)c1=NC(=O)c1c(-c2c(F)cccc2Cl)noc1C
    7, -1.8%
> COc1ccc(/C=N/n2c(SC)nnc(C(C)(C)C)c2=O)cc1OC
    ., 3.4%
> O=C(CN(Cc1cccs1)C(=O)CCC(=O)Nc1nccs1)NCc1ccccc1
    ., -3.9%
> CC(C)NC(=O)CSc1nncn1-c1ccccc1
    1, 2.5%
> COc1cc(CN2CCC(C(=O)N3CCN(c4ccccc4F)CC3)CC2)cc(OC)c1O
    24, -1.4%
> CCOc1cc(C2C(C#N)=C(N)OC3CCCC(=O)C32)ccc1OCCN1CCOCC1 (stereo unspecified)
    37, -0.1%
> CC(/C=C1\SC(=S)N(CCC(=O)Nc2nc(C)cs2)C1=O)=C\c1ccccc1
    -6, 1.0%
> O=C(CSc1cccc2cccc(Cl)c12)OCC(=O)N1CCN(C(=O)c2ccco2)CC1
    0, .
> Cc1ccccc1NC1=C(Cl)C(=O)OC1OC(=O)c1ccccc1C (stereo unspecified)
    -3, -8.4%
> Cc1c(C(=O)OC(C)C)sc2nc[nH]c(=O)c12
    8, 1.9%
> CCOC(=O)c1cc(CC)sc1NC(=O)c1cc(OC)c(OC)c(OC)c1
    5, -5.6%
> COc1ccc(N(CC(=O)NCCSCc2ccco2)S(=O)(=O)c2ccccc2)cc1
    11, 2.4%
> COC(=O)c1cc(Cl)cc(Cl)c1OS(=O)(=O)N(C)C
    20, -5.5%
> O=C(Nc1ccc2nc(-c3ccco3)c(-c3ccco3)nc2c1)N1CCCCCC1
    ., 15%*
> CC(C)Oc1cccc(C(=O)C2CCCN(S(C)(=O)=O)C2)c1 (stereo unspecified)
    -10, 2.8%
> c1ccc(Nc2nc(CSc3ncn[nH]3)cs2)cc1
    -11, 4.1%
> NC1=NC(=O)CC(C(=O)NCc2ccccc2)S1 (stereo unspecified)
    -6, -0.2%
> Cc1ccccc1OCCNc1cc(N2CCCCC2)ccc1[N+](=O)[O-]
    -11, 2.5%
> CCOC(=O)c1ccc(NC(=O)Cc2coc3cc4c(cc23)CCC4)cc1
    -5, -1.9%
> Cc1cc(OC(=O)c2c(Cl)cc(Cl)cc2Cl)nc(C)n1
    9, -0.3%
> O=c1[nH]c2ccc(Cl)cc2c(-c2ccccc2)c1N1CCN(c2ccccn2)CC1
    18, 1.7%
> Cc1ccc(N/N=C/c2ccc3c(c2)OCCO3)cc1Cl
    6, -2.4%
> CCOc1ccccc1N(CC(=O)Nc1cc(OC)ccc1OC)S(C)(=O)=O
    0, 5.9%
> CCCN=Cc1sc2ccc(OCC)cc2c1O
    ., 5.0%
> O=S(=O)(c1cccc(S(=O)(=O)N2CCOCC2)c1)N1CCCCC1
    -5, -0.2%
> CCn1c(CNC(=O)Cc2ccc(OC)cc2)nnc1SCC(=O)NC1CCCCC1
    6, 4.2%
> CN(C)c1ccc(C(CNS(=O)(=O)c2ccc(F)c(F)c2)c2c[nH]c3ccccc23)cc1 (stereo unspecified)
    7, -2.7%
> OCCN1CCN(c2ncnc3sc(-c4ccccc4)cc23)CC1
    -12, 0.7%
> O=C(CCSc1nnc(-c2ccncc2)o1)Nc1cccc2ccccc12
    ., -2.3%
> O=C(COC(=O)c1ncc(Cl)c(Cl)c1Cl)NC(=O)NCc1ccccc1
    -9, -4.9%
> CN(CCc1cn[nH]c1)Cc1nc(Cc2ccccc2)no1
    ., 0.8%
> O=C(CN1C(=O)/C(=C/c2cccc(Br)c2)SC1=S)N1CCCC1
    -11, -3.1%

Shown with tabs: part of the list above.
SMILES	Mtb RmlCD inh	M. tuberculosis GlmU
COCC(C)NC(C(=O)Nc1ccc(Cl)c([N+](=O)[O-])c1)c1ccccc1 (stereo unspecified)	-4	8.1%
CN(C)CCCNC(=O)c1ccccc1Oc1ccccc1	-3	-2.2%

New compounds follow.
Sequence of screens: Mtb RmlCD inh, M. tuberculosis GlmU
> COc1ccc(S(=O)(=O)N2CCCN(S(=O)(=O)c3ccc(OC)cc3C)CC2)c(C)c1
    ., 4.7%
> COc1cccc(-c2ncc3ccccn23)c1
    ., -2.9%
> O=C(NCC1CCCO1)c1ccccc1NC(=O)c1cccc2ccccc12 (stereo unspecified)
    -1, 3.5%
> Cc1ccc(C(=O)c2ccccc2C(=O)O)s1
    7, -7.3%
> CC(C)=C(NC(=O)c1ccccc1)C(=O)N/N=C(\C)c1ccccc1O
    52*, -1.3%
> COc1ccc(C)cc1NC(=O)C1CCN(C(=O)Cc2ccccc2)CC1
    10, -9.1%
> COc1ccccc1C(=O)N/N=C1/NC(=O)CC(C(=O)Nc2ccccc2)S1 (stereo unspecified)
    -4, -0.1%
> Cn1cnnc1SCc1ccc(F)c2ccccc12
    -13, -1.9%
> COC(=O)[C@H]1C[C@@H]1[C@H](NC(=O)c1cc(C)on1)c1ccccc1
    ., -1.2%
> O=C1C=C(NCCc2ccccc2)C2(CCCCC2)O1
    -7, 0.1%
> COc1ccc(NC(=O)/C(=C\c2ccc(OS(=O)(=O)c3ccc(C)cc3)cc2)NC(=O)c2ccccc2)cc1
    4, -3.5%
> O=S(=O)(c1ccc(S(=O)(=O)N(Cc2ccco2)Cc2ccccc2Cl)cc1)N1CCCC1
    ., -8.0%
> CC(C)CCOP(=O)(c1ccc(N(C)C)cc1)C(O)c1ccccn1 (stereo unspecified)
    ., 1.4%
> O=C(COc1ccccc1)NCc1ccccc1
    -2, 3.1%
> CC(C)CN(C(=O)CSc1nnnn1-c1ccccc1)c1c(N)n(CC(C)C)c(=O)[nH]c1=O
    0, 0.7%
> CSc1ncccc1C(=O)OCC(=O)N(C)C
    3, -1.9%
> Cc1occc1-c1nnc(SCC(N)=O)o1
    1, -0.2%
> COC(=O)[C@@H](NC(=O)Nc1ccc(OC(F)(F)F)cc1)C(C)C
    ., 2.2%
> CC1=NN(C(=O)COc2ccc(C)c(C)c2)C(O)(c2ccc(Cl)cc2)C1 (stereo unspecified)
    4, 0.0%
> O=C(CSc1nnc(C2COc3ccccc3O2)o1)N1CCCC1 (stereo unspecified)
    21, 9.3%
> O=c1cc(CN2CCN(S(=O)(=O)c3ccc4ccccc4c3)CC2)nc2sccn12
    6, -0.5%
> COc1cccc(C(=O)N[C@@H](CCSC)c2nc3ccccc3[nH]2)c1
    -11, 0.5%
> COc1ccccc1N1CC(O)=C(c2nc3ccccc3c(=O)[nH]2)C1=N
    0, 2.5%
> S=c1[nH]nc(-c2ccncc2)n1/N=C/c1ccccc1Cl
    -5, .
> CCOC(=O)c1[nH]c2ccc(OC)cc2c1NC(=O)C(C)N1CCSCC1 (stereo unspecified)
    13, 1.5%
> CCCCNC(=O)N1c2ccccc2CC1C (stereo unspecified)
    1, 0.9%
> CCCOc1ccccc1NC(=O)/C=C/C(N)=O
    10, 1.7%
> Cc1nc2ccc(NC(=O)c3cccs3)cc2c(=O)n1Cc1ccc(Cl)cc1
    18, 0.1%
> CCOC(=O)Cn1c(=NC(=O)C2COc3ccccc3O2)sc2cc(S(N)(=O)=O)ccc21 (stereo unspecified)
    -13, 8.7%
> Cc1ccc2c(c1)C(CCN)C(=O)N2Cc1ccccc1 (stereo unspecified)
    -4, -3.5%
> O=C1CCCC2=C1C(c1ccco1)Nc1ccc(C(=O)c3ccccc3)cc1N2 (stereo unspecified)
    ., -3.2%
> N#Cc1ccc(CSc2nnc(COc3ccccc3)n2-c2ccccc2)cc1
    5, 3.5%
> Cc1ccccc1OCC(=O)Nc1ccc(Cc2ccncc2)cc1
    5, 1.6%
> COc1ccc(CCNC(=O)COc2ncnc3cc([N+](=O)[O-])ccc23)cc1
    -7, -1.5%
> Cc1cc2c(cc1C)C(c1cccc([N+](=O)[O-])c1)CC(=O)N2 (stereo unspecified)
    -41, 1.8%
> O=C(O)CCCCCNC(=O)c1ccc(Br)cc1
    ., -1.7%
> Cc1ccc(S(=O)(=O)NCc2nc3ccccc3c(=O)n2N)cc1
    -1, 7.2%
> COc1cccc2cc(C(=O)N3CCN(c4ccccn4)CC3)c(=O)oc12
    -2, -0.1%
> COc1ccc2nc(NC(=O)/C=C/c3ccc4c(c3)OCO4)sc2c1
    ., 1.7%
> Cc1ccc(C)c(S(=O)(=O)NCCOc2nc(NC(C)C)nc(NC(C)C)n2)c1
    -5, -0.6%
> O=c1[nH]oc2cc(Cl)ccc12
    ., 1.5%
> CCOC(=O)c1cc(C)n(CCc2ccccc2)c1C
    ., 5.2%
> COc1ccc(CCNC(=O)C(C)Sc2ccccc2)cc1OC (stereo unspecified)
    ., 0.7%
> Cc1cc(C)cc(NC(=S)N(Cc2ccc(Br)cc2)Cc2ccc(C(=O)O)cc2)c1
    ., 4.7%
> Cc1ccccc1CC1S/C(=N/N=C/c2ccco2)NC1=O (stereo unspecified)
    24, -0.7%
> Fc1ccc(Cn2cc(C(=S)N3CCOCC3)c3ccccc32)cc1
    -5, 2.4%
> Cc1ccc(NC(=O)N(CCC#N)Cc2ccccc2)cc1
    1, 1.2%
> COc1ccc(C(=O)Oc2cc3c4c(c2)C(C)=CC(C)(C)N4C(=O)C3=O)cc1OC
    -3, -6.9%
> Cc1sc2ncnc(OCC(=O)NC(C)C)c2c1C
    -5, 1.7%
> COc1ccccc1CN1CCCC(C(=O)c2ccccc2SC)C1 (stereo unspecified)
    -3, 2.1%

Following part:
Sequence of screens: Mtb RmlCD inh, M. tuberculosis GlmU
> CCCOC(=O)c1c(N)n(Cc2cccs2)c2nc3ccccc3nc12
    -4, 3.5%
> CCOc1cc(NC(=O)c2ccccc2[N+](=O)[O-])c(OCC)cc1NC(=O)CC(C)C
    -3, 1.0%
> Cn1nc(-c2ccc(C(=O)O)cc2)c2ccccc2c1=O
    -7, 5.3%
> Cc1c(NC(=O)c2ccc(S(=O)(=O)N3CCOCC3)cc2)c(=O)n(-c2ccccc2)n1C
    3, 9.3%
> CC1CCCN(C/C=C/c2ccccc2[N+](=O)[O-])C1 (stereo unspecified)
    -4, 0.3%
> COC(=O)C(C)(C)ONC(=O)Nc1ccc(Br)cc1
    ., -2.0%
> COc1cc(CN2CC3CC(C2)c2cccc(=O)n2C3)cc(OC)c1OC (stereo unspecified)
    ., -0.9%
> CCOC(=O)c1ccccc1N=N/C(C(C)=O)=C(/C)O
    ., 3.5%
> COP(=O)(Cc1ccc(C#N)o1)OC
    3, 0.9%
> Cc1cccc(NC(=O)c2sc(Cl)nc2C)c1C
    3, 3.9%
> O=[N+]([O-])c1ccccc1/C=N/N1CCN(c2ccc(Cl)cc2)CC1
    ., -6.0%
> CCCCn1nc(C(=O)Nc2nc3c(s2)CCCC3)c2ccccc2c1=O
    ., -3.3%
> O=C(Cc1ccc(F)cc1)N/N=C/c1ccncc1
    -6, -7.8%
> CC(C)[C@H](NC(=O)c1ccc(F)cc1)C(=O)NC1=NCCS1
    7, 7.5%
> COc1ccccc1NC(=O)NCCN1CCN(C(=O)Nc2ccccc2OC)CC1
    11, -3.8%
> CC1(C)CC(=O)C(C=NCCN2CCN(C(=O)c3ccc(Br)cc3)CC2)=C(O)C1
    ., 4.4%
> O=c1oc2ccccc2cc1-c1nc(-c2ccccc2)no1
    8, -0.5%
> COCCNC(=S)NC1CC2CCCC(C1)N2Cc1cccs1 (stereo unspecified)
    -3, -8.2%
> O=C(O)CCn1c2c(c3ccccc31)CCCC2
    12, 7.1%
> C/C(=C\C(=O)C(F)(F)F)Nc1cc(C)cc(C)c1
    ., -2.7%

Another view of part of the listing above.
COc1ccccc1NC(=O)NCCN1CCN(C(=O)Nc2ccccc2OC)CC1
  Mtb RmlCD inh: 11	M. tuberculosis GlmU: -3.8%

CC1(C)CC(=O)C(C=NCCN2CCN(C(=O)c3ccc(Br)cc3)CC2)=C(O)C1
  Mtb RmlCD inh: .	M. tuberculosis GlmU: 4.4%

Screening data from PubChem BioAssay.
